Screening results (PubChem)
LYP inhibition: inhibitors of LYP phosphatase, biochemical, fluorescence intensity, uHTS (AID 1779) | recombinant LYP phosphatase, fluorescence intensity; higher % means a stronger effect | hit rate 0.054% among 290,000 | inhibition, % at 11.5 µM, or IC50 in µM where a hit was titrated; in the data active means inhibition above about 50%;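 further: plate controls were vehicle with enzyme for no effect and no enzyme for full effect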
NTR1 ag: agonists of NTR1, primary screen, imaging, U2OS cells, beta-arrestin-GFP, high content (AID 493036) | activation, % at 20 µM | hit rate 0.17% among 330,000 | P30989 | NTR1-U2OS beta-arrestin-GFP spot imaging, agonist mode;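 active means activation at or above 40% of the spot to cytoplasm intensity ratio, with at least 20 cells analyzed; inconclusive means wells under 20 cells, flagged as cytotoxic or low count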;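 further: 0% = DMSO without peptide and 100% = 100 nM NTR1 peptide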
Target sequence (P30989 whole entry, looked up): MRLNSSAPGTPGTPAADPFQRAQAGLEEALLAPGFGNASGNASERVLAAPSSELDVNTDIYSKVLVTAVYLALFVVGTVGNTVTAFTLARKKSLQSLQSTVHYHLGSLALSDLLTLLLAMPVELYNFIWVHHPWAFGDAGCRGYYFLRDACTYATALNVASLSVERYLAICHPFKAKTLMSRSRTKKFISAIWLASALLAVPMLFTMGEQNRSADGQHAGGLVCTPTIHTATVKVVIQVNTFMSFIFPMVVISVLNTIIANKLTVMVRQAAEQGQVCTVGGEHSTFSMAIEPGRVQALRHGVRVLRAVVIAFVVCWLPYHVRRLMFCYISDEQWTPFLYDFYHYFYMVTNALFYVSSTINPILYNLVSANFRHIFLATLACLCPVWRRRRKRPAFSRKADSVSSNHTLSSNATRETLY
PhoP inhibition: PhoP-dependent GFP reporter repression – Salmonella Typhimurium, primary screen (AID 1863); S. Typhimurium PhoP-regulated promoter GFP reporter, 4 h; higher % means a stronger effect; inhibition, % at 50 µM, or IC50 in µM where a hit was titrated; hit rate 0.16% among 300,000;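 active means inhibition over 29.93%, a cutoff 3 SD above the screen mean, later confirmed by dose response; inconclusive means inhibition over 29.93% but no dose response follow-up; inactive means inhibition at most 29.93% or unconfirmed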;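 further: 0% = low Mg2+ inducing control and 100% = high Mg2+ repressing control; strong numbers were not always called active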
Myeloid diff 2: myeloid differentiation induction. AID 624256. ER-HoxA9 myeloid progenitors, lysozyme-GFP differentiation, flow cytometry. calls only at 10 µM. hit rate 1% among 360,000;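 active means normalized GFP-positive differentiation at or above the plate's own cutoff, the solvent-only control mean plus 3 SD; inconclusive means no clear call, values can overlap the other calls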;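 further: cells exposed to compound for four days before flow analysis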
GPR55 antagonists: inhibition of LPI-stimulated GPR55 beta-arrestin translocation – imaging, U2OS, beta-arrestin-GFP, LPI agonist, primary screen (AID 2013). U2OS GPR55 beta-arrestin-GFP translocation imaging, LPI antagonism; higher % means a stronger effect. inhibition, % at 10 µM; hits with a dose series show IC50 in µM. hit rate 0.13% among 290,000;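 active means spots per cell inhibited over 60%, with over 100 cells counted and total cytoplasm intensity under 500,000; inconclusive means wells with under 100 cells, flagged as likely toxic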;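 further: U2OS cells stably carrying GPR55 and arrestin-GFP stimulated by 5 µM LPI near EC80; imaged beta-arrestin-GFP aggregate spots per cell after agonist stimulation; plate controls were LPI-stimulated DMSO wells for no effect and DMSO wells without LPI for full effect; some results filed as inactive read as strong as hits; confirmed hits need IC50 under 10 µM and bright autofluorescent wells are also inconclusive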
Siah-1 displacement: Siah-1 peptide-binding antagonists, primary screen, biochemical, fluorescence polarization, rhodamine-plectin, uHTS (AID 1817). hit rate 0.02% among 290,000. Siah-1 / rhodamine-plectin peptide fluorescence polarization; higher % means a stronger effect. displacement, % at 20 µM, or IC50 in µM where a hit was titrated;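 active means displacement of at least 50% at 20 µM, with a fluorescence ratio check between 0.3 and a set limit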;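 further: plate controls were Siah plus tracer with DMSO for no effect and tracer alone without Siah for full effect; strong numbers were not always called active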
HIV peptide binding: cell-free HIV fusion peptide-binding blockers – biochemical, uHTS, fluorescence dequenching, primary screen (AID 1986) | cell-free peptide binding, fluorescence dequenching, 30 min; higher % means a stronger effect | inhibition, % at 20 µM, or IC50 in µM where a hit was titrated | hit rate 0.3% among 290,000; in the data active means inhibition mostly above about 52%, no sharp cut-off; inactive means mostly below about 76%; further: some results filed as inactive read as strong as hits
MgcRacGAP inhibition: MgcRacGAP GTPase-activating activity inhibitors, confirmation, biochemical, ADP Hunter fluorescence; MgcRacGAP-stimulated Rac1 GTP hydrolysis, ADP Hunter fluorescence; higher % means a stronger effect; GST-tagged Rac1 F28L mutant substrate; hit rate 0.6% among 340,000; one-dose inhibition, % at 30 µM; IC50 in µM for titrated hits;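 active means first-screen hits whose inhibition reached a set limit at any dose in the follow-up dose series; inconclusive means inhibition above the set first-screen limit but never retested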;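 further: fluorescence reports GDP produced by GAP-driven GTP hydrolysis; strong numbers were not always called active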
GPR35 antagonists: GPR35 antagonists blocking zaprinast-driven arrestin recruitment, primary screen, imaging, U2OS, beta-arrestin-GFP, zaprinast agonist (AID 2058); U2OS GPR35 beta-arrestin-GFP translocation imaging, zaprinast antagonism; higher % means a stronger effect; one-dose inhibition, % at 10 µM; IC50 in µM for titrated hits; hit rate 0.052% among 290,000;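 active means inhibition of at least 50% with at least 30 cells and total cytoplasm GFP at most 10,000,000; inconclusive means under 30 cells or total GFP of 10,000,000 plus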
NTR1 ag cell count 20 µM: second read-out of NTR1 ag, no call of its own (marks repeat the call); cell count; measured here: cell count, cytotoxicity flag
Myeloid diff 2 GFP+ MAC1+ %: also measured in Myeloid diff 2; calls as there; GFP+ MAC1+ double positive, %; measured here: differentiation confirmed by MAC1 staining
Numbers without * were called inactive; i = inactive; ? = inconclusive; nt = no result given.

SMILES	LYP inhibition	NTR1 ag	NTR1 ag cell count 20 µM	PhoP inhibition	Myeloid diff 2	Myeloid diff 2 GFP+ MAC1+ %	GPR55 antagonists	Siah-1 displacement	HIV peptide binding	MgcRacGAP inhibition	GPR35 antagonists
Cc1cc2c(cc1C)C(c1cc(Br)ccc1F)CC(=O)N2 (configuration not stated)	-5%	8.4	43	1%	i	1.7	13%	5%	-1.6%	2%	-2%
O=C(CSc1nc2c(c(=O)n1-c1ccc(Cl)cc1)SCC2)N1CCCC1	-3%	2.4	85	-4%	i	0.5	1%	-2%	1.2%	12%	4%
CCc1ccc(S(=O)(=O)Nc2c(C)nc3nc[nH]n3c2=O)cc1	-5%	-0.3	54	-2%	i	0.5	7%	-6%	3.3%	-2%	-7%
CCc1ccc(OCC2NCCc3cc(OC)c(OC)cc32)cc1 (configuration not stated)	-2%	-0.7	42	-11%	i	3.3	10%	-2%	3.1%	8%	-12%
NNC(=O)c1sc2nc(N3CCOCC3)c3c(c2c1N)CCCC3	-2%	1.2	40	-12%	i	0.4	0%	-10%	-2.0%	nt	-2%
O=C(CCC1CCCC1)N1CCN(C(=O)COc2ccccc2)CC1	-4%	-0.1	80	-5%	i	3.1	-1%	0%	-0.3%	11%	25%
OCCNc1nc(Nc2ccc(Br)cc2)nc2ccccc12	-10%	3.5	97	-18%	nt	nt	52%	18%	-2.3%	nt	-8%
CN1CCN(c2nc3nonc3nc2N2CCN(C)CC2)CC1	-5%	0.3	55	-17%	i	1.0	11%	8%	168%	12%	18%
CCCCNC(=O)C1CC(=O)N(C2CCCC2)C1 (configuration not stated)	-7%	-1.7	56	-2%	i	8.5	8%	3%	-1.7%	7%	23%
O=C(Nc1ccc(Cl)cc1C(F)(F)F)C(Sc1nnc(-c2cccs2)o1)c1ccccc1 (configuration not stated)	8%	2.3	45	14%	i	0.1	-14%	-11%	5.8%	5%	6%
COc1ccc(C2C(C(=O)Nc3ccccn3)=C(C)Nc3ncnn32)c(OC)c1 (configuration not stated)	-2%	1.9	72	2%	i	2.5	4%	3%	-2.4%	14%	4%
O=[N+]([O-])c1ccc(N2CCCCC2)cn1	-6%	-0.9	61	-7%	i	0.7	-7%	2%	1.4%	6%	-5%
COc1ccc(CCNC(=O)c2c([S-])n(-c3ccc(C)cc3)c3cccc[n+]23)cc1	-5%	5.3	61	-4%	i	0.2	29%	9%	-0.7%	-6%	-1%
COc1cccc(NC(=O)c2nn(C)c3c2CS(=O)(=O)c2ccccc2-3)c1	-11%	-0.6	59	-4%	i	0.5	0%	2%	-1.7%	14%	16%
Cn1cc(Cl)c(C(=O)Nc2nc3ccccc3s2)n1	-5%	1.3	42	-15%	i	0.7	2%	-3%	3.3%	7%	4%
Cc1ccc(C)c(NC(=O)Nn2cnnc2)c1	5%	0.1	57	-2%	i	0.9	6%	0%	2.9%	3%	2%
O=C(Nc1ccccc1[N+](=O)[O-])c1cccc(N2C(=O)CCC2=O)c1	-1%	1.8	44	-12%	?	nt	-11%	1%	5.8%	0%	0%
COc1ccc(CCC(C)NCC2CCCCC2)cc1 (configuration not stated)	-6%	-1.0	37	-1%	i	1.0	15%	4%	-1.2%	-1%	10%
O=C(CCS(=O)(=O)c1ccc(Cl)cc1)NCCC1=CCCCC1	-2%	-0.2	45	-4%	i	3.6	-2%	-2%	3.5%	6%	0%
COc1ccc(-n2c(SCC(=O)Nc3cc(C)on3)nc3ccccc3c2=O)cc1Cl	-2%	6.1	43	5%	i	2.9	4%	-7%	-0.5%	3%	1%
CCc1ccccc1NC(=O)c1ccc(-c2csc(C)n2)cc1	-4%	0.2	65	0%	i	0.4	-9%	-1%	2.0%	-4%	0%
CC(C)OC(=O)Nc1ccc(Oc2c(F)c(F)c(F)c(F)c2F)cc1	-6%	0.1	48	-10%	i	0.8	6%	6%	-2.9%	-3%	8%
CC(=O)N1CCc2cc(S(=O)(=O)NCCCN3CCC(C)CC3)ccc21	-14%	-0.6	66	-1%	i	0.9	3%	13%	-0.2%	-2%	-6%
CN(CCCNC(=O)Cn1cccc1C(=O)c1ccccc1)C1CCCCC1	-3%	-1.1	29	3%	i	0.9	5%	6%	-0.7%	-2%	-4%
Cc1nc(NCCC(C)C)c2nnn(Cc3ccccc3)c2n1	-9%	0.2	52	7%	i	0.5	6%	8%	-1.0%	5%	-6%
CCCCNC(=O)/C(=C/c1ccccc1)NC(C)=O	8%	-1.0	71	0%	i	0.0	-4%	-1%	-0.1%	5%	8%
CCOCCCNC(=O)CN1CCN(c2ccc(F)cc2)CC1	-17%	-0.5	54	10%	i	0.8	6%	4%	-3.6%	24%	-22%
O=C(CSc1ncn[nH]1)Nc1cccc(S(=O)(=O)N2CCCCCC2)c1	-4%	0.3	57	12%	i	0.4	4%	-2%	-1.2%	5%	0%
Cc1ccccc1OCC(=O)NCCNC(=O)c1ccccn1	-14%	-1.7	41	-1%	i	0.9	-4%	4%	1.1%	-1%	12%
COc1ccc(NC(=O)CCSc2cc(C)c3ccccc3n2)cc1	-5%	2.6	37	-4%	i	0.4	9%	3%	-1.8%	9%	-2%
CCOC(=O)c1nc(SC)n(C)c1C(=O)OCC	-2%	nt	nt	-1%	i	0.3	2%	7%	0.0%	4%	3%
COc1ccc(C2C3=C(CC(C)(C)CC3=O)Nc3c2c(=O)[nH]c(=O)n3Cc2ccccc2)cc1 (configuration not stated)	-4%	0.2	38	-7%	i	0.8	-12%	-2%	-2.8%	9%	3%
Cn1c(N)c(C#N)c2c(c1=S)CSC(C)(C)C2	-14%	0.1	88	5%	i	0.7	9%	6%	0.8%	2%	-2%
CCCCn1c(N)c(N(CCOC)C(=O)COC(=O)/C=C/c2ccc(Br)cc2)c(=O)[nH]c1=O	-6%	2.7	49	-11%	i	3.9	8%	-2%	-0.3%	8%	-7%
Cc1ccc(-c2nn(-c3ccccc3)cc2/C=C2\SC(=S)N(CC(=O)O)C2=O)cc1	1%	1.2	51	-11%	i	0.1	87%	1%	12µM*	6%	1%
Cc1nnsc1C(=O)N1CCC(CO)(Cc2ccccc2Cl)CC1	-7%	-0.4	63	-8%	i	0.6	10%	-1%	2.1%	6%	0%
CCN(CC)S(=O)(=O)c1cc(C(=O)Nc2cc(C)on2)ccc1Cl	-7%	-0.1	65	-2%	i	2.7	7%	-4%	-1.8%	2%	5%
Cc1ccc(C(=O)/C=C/Nc2cccc([N+](=O)[O-])c2)o1	5%	nt	nt	9%	i	1.0	-1%	19%	-1.7%	10%	-15%
COc1ccc(N2Cc3ccc(C(=O)N/N=C\c4ccc(O)cc4O)cc3C2)cc1	9%	-0.7	39	8%	nt	nt	1%	15%	35%	nt	16%
COc1cccc(NC(=O)c2cccc(N3C(=O)C4C5C=CC(C5)C4C3=O)c2)c1 (configuration not stated)	-8%	0.5	79	1%	i	0.6	11%	4%	1.4%	5%	-1%
COCCn1c(N/N=C(C)/C=C/c2ccccc2)nc2c1c(=O)[nH]c(=O)n2C	-1%	nt	nt	-5%	nt	nt	-15%	0%	0.6%	nt	11%
COCCNC(=O)C(C)OC(=O)C1=Cc2ccccc2OC1 (configuration not stated)	2%	0.1	46	nt	i	0.4	9%	0%	0.7%	2%	9%
CCc1ccccc1NC(=O)CSc1nnc(-c2cc(C)[nH]n2)n1N	-6%	-0.7	59	-9%	i	1.7	14%	9%	1.9%	11%	-2%
COc1cccc(C(C(=O)NC(C)(C)C)N(C(=O)CCC(=O)Nc2cc(C)on2)C(C)(C)C)c1OC (configuration not stated)	-1%	-0.2	68	-7%	i	2.9	-2%	-4%	-3.0%	-2%	6%
O=C(C1CC(=O)N(c2ccc(Cl)cc2)C1)N1CCOCC1 (configuration not stated)	-6%	1.4	46	9%	i	1.5	4%	-3%	-1.4%	11%	18%
CC(=O)Nc1ccc(S(=O)(=O)Nc2ccc(=O)n(Cc3ccc(Cl)c(Cl)c3)c2)cc1	-4%	-0.4	90	-3%	i	0.1	0%	8%	-3.2%	-9%	-8%
CC(=O)Nc1ccc(-c2nnn(CC(=O)c3ccc(F)cc3)n2)cc1Cl	-7%	-1.0	58	1%	i	0.6	2%	4%	1.3%	10%	5%
Cc1ccc(-n2c(SCC(=O)Nc3ccc4c(c3)OCO4)nnc2-c2ccoc2C)cc1	1%	6.0	53	-1%	i	0.9	7%	-2%	-0.7%	5%	15%
COC(=O)C1CN(C(=O)COc2ccc(C)c(C)c2)c2ccccc2O1 (configuration not stated)	-6%	-0.5	82	-6%	i	0.5	0%	-1%	-2.5%	6%	8%
CCCCN1CC[C@H]2C=CC[C@@H](C(=O)NCCc3ccccc3)[C@H]2C1=O	nt	0.9	100	-14%	i	0.8	nt	nt	nt	7%	nt
Cc1ccccc1N1CCN(C2CCCN(C(=O)CCN3CCCCC3=O)C2)CC1 (configuration not stated)	-8%	-0.4	71	9%	i	0.4	-9%	-4%	-1.4%	5%	-3%
CCOCCCN(CCC#N)S(=O)(=O)c1ccc(S(=O)(=O)N2CCCC2)cc1	-10%	3.2	41	8%	i	2.5	19%	-1%	-2.1%	2%	-9%
Cc1cccc(N(Cc2cc(=O)[nH]c3ccccc23)C(=O)C(C)C)c1	-4%	0.3	60	-6%	i	0.6	-9%	0%	-1.1%	9%	-7%
COC(=O)c1n[nH]n(-c2cc(Cl)cc(Cl)c2)c1=O	-2%	-0.8	47	-3%	i	0.3	9%	-8%	-1.5%	9%	16%
CC(C)(C)c1cc(NC(=O)COC(=O)c2ccc(O)cc2O)n(-c2ccccc2)n1	nt	1.9	57	-4%	i	0.7	nt	nt	nt	8%	nt
C=CCSc1nc2ccccc2c2nc(-c3ccccc3)nn12	-7%	5.6	61	-7%	i	1.2	-2%	-3%	-1.6%	-3%	3%
Cc1ccc(NC(=O)C2CCCN2C(=O)NC2CCCCC2)cc1 (configuration not stated)	-7%	1.4	40	1%	i	0.7	-3%	0%	-2.5%	3%	0%
CSc1nc(-c2ccco2)nn1S(=O)(=O)c1ccccc1	-5%	0.2	52	-10%	nt	nt	7%	6%	2.8%	nt	4%
CC(=O)CSc1nc(N(C)C)nc(N(C)C)n1	-7%	-2.1	83	-1%	i	0.3	-9%	0%	0.0%	9%	-8%
